# MEKK2wt PB1 HTS – raises or lowers MEK5 binding to wildtype human MEKK2 PB1 domain; Q9Y2U5; bead flow cytometry, Alexa488-MEK5 binding to MEKK2 WT; actives lie on both sides; binding response (% of control), % at 10 µM; 1.1% of 290,000 active; in the data active = binding response below about 67% or above about 130%
# DNA FID counter – displaces DNA intercalator in HCV helicase counter-screen. DNA fluorescent intercalator displacement, fluorescence. inhibition, % at 7.9 µM. 0.17% of 290,000 active. AID 1845; in the data active = inhibition above about 37%;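 note: 0% = vehicle and 100% = reference compound; higher means more ethidium bromide displaced from hairpin DNA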
# NALP1 inh – blocks the NALP1 inflammasome reconstituted in yeast; S. cerevisiae NALP1/ASC/caspase-1 growth, X-gal OD620, 72 h; inhibition, % at 10 µM; 0.61% of 280,000 active; in the data active = inhibition mostly above about 24%, no sharp cut-off; inactive = mostly below about 32%; note: some compounds called inactive have numbers as strong as hits
# OXTR agonist – agonists of human oxytocin receptor; P30559; CHO-OTR cells, Fluo-8 calcium fluorescence; normalized: DMSO 0%, oxytocin 100%; activation, % at 3 µM; 0.32% of 320,000 active; AID 2435;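 active = activation above the mean of all tested compounds plus 3 SD, cutoff set per screening run, cut at about 20% in these data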;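 note: peak over basal fluorescence ratio from a 100 s FLIPR kinetic read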
# Target sequence (P30559 whole entry, looked up): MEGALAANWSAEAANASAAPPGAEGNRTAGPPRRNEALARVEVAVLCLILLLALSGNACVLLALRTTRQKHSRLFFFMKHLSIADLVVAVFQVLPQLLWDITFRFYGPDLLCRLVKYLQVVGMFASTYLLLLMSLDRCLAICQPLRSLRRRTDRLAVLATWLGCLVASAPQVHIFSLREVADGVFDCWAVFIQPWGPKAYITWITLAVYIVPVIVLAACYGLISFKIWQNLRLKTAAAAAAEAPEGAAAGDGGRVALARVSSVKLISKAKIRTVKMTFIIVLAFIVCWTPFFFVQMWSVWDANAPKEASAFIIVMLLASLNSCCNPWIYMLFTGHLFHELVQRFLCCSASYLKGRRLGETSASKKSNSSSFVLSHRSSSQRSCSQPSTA
# M18AAP inhibitor – PfM18AAP enzyme inhibition; recombinant PfM18AAP, H-Glu-NHMec fluorogenic cleavage; inhibition, % at 7.35 µM; 1.2% of 290,000 active; AID 1822;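 active = inhibition above the campaign mean inhibition over all tested compounds plus 3 SD, cut at about 28% in these data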;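 note: 0% = plate median of test compound wells and 100% = 2 mM ZnCl2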
# MEKK3 PB1 HTS – modulators (inhibitors or enhancers) of MEK5 binding to human MEKK3 PB1 domain; Q99759; bead-based flow cytometry, Alexa488-MEK5 binding to MEKK3; actives lie on both sides; 0 = blocked by unlabeled MEK5, 100 = vehicle; binding response (% of control), % at 10 µM; 1.4% of 290,000 active;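 active = binding response more than 3 SD above or below the average of its plate-row segment, actives on both sides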;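 note: Alexa488 bead fluorescence after subtracting the streptavidin-only scavenger bead signal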
# MEKK2 mut-MEK5 – signal of MEK5 binding to mutant human MEKK2 PB1 domain; bead flow cytometry, Alexa488-MEK5 binding to MEKK2 mutant; percent response, % at 10 µM; 0.35% of 290,000 active; in the data active = percent response above about 24%, passing the limit was not always enough; note: inactives centre near 1; some results filed as inactive read as strong as hits; reference of the scale not given here
# GPR7 antag – antagonists of human GPR7 (neuropeptides B/W receptor 1); inhibition, % at 4.4 µM; GPR7-expressing cells, fluorescence antagonist assay; AID 1861; 1.1% of 290,000 active; in the data active = inhibition above about 16%, passing the limit was not always enough;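 note: cells stimulated with the agonist NPW; 0% = agonist with vehicle and 100% = vehicle without agonist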
# Target sequence (P48145 whole entry, looked up): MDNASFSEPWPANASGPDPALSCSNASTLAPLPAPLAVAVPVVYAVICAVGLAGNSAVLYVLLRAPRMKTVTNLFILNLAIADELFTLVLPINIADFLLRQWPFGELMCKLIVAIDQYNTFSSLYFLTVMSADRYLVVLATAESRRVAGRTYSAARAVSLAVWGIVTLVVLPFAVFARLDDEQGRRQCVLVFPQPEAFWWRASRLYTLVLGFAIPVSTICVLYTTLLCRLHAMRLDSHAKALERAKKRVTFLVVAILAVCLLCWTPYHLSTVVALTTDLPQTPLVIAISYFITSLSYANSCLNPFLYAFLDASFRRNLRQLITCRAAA
# PHOSPHO1 inh – blocks human PHOSPHO1 phosphatase activity | recombinant PHOSPHO1, absorbance phosphatase assay | inhibition, % at 13.3 µM | 1.1% of 290,000 active | AID 1565; in the data active = inhibition above about 60%
# Target sequence (Q8TCT1 whole entry, looked up): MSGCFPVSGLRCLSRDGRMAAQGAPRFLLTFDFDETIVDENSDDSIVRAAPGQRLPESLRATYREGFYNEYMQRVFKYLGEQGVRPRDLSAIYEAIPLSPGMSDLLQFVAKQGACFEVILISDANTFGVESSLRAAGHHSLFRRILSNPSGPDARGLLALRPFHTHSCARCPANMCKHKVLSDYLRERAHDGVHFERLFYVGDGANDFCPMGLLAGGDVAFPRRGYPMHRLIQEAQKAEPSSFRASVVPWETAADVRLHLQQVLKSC
# * hit, by the source's call; . = no result given.
SMILES,MEKK2wt PB1 HTS,DNA FID counter,NALP1 inh,OXTR agonist,M18AAP inhibitor,MEKK3 PB1 HTS,MEKK2 mut-MEK5,GPR7 antag,PHOSPHO1 inh
Cc1ccc(CNC(=O)/C=C/c2ccc(Br)o2)cc1,98.0,-10.2,27.2,-1.7,-34.6,101.0,9.0,-6.4,-2.0
C#CC(C)(CC)NC(=O)Cn1nnc(-c2cccc(C(F)(F)F)c2)n1 (stereo unspecified),99.0,-13.3,13.7,0.2,2.8,99.0,-2.0,-6.7,16.2
CCC1CCCCN1CCCNC(=O)CNC(=O)c1nn(-c2ccc(OC)cc2)c(=O)c2ccccc12 (stereo unspecified),112.0,13.3,10.9,-0.3,18.4,102.0,14.0,0.2,43.3
COCCNC(=O)c1ccc(NS(=O)(=O)c2cc(C)ccc2C)cc1,103.0,-11.7,.,1.6,0.6,105.0,4.0,6.3,2.9
O=C(CSc1nnc2ccccn12)Nc1ccc2c(c1)OCCO2,97.0,-6.6,-11.6,-1.1,-9.9,102.0,-3.0,-3.7,-6.8
O=c1c2ccccc2[nH]c(=S)n1CCN1CCN(Cc2ccccc2)CC1,102.0,0.8,-42.4,-0.2,4.4,104.0,-1.0,-9.7,0.2
O=C(CN1CCOCC1)NCC12CC3CC(CC(C3)C1)C2,104.0,-7.5,-7.4,-0.1,2.1,101.0,6.0,-11.1,6.3
Cc1cc(NS(=O)(=O)c2ccc(NS(=O)(=O)c3cc(C)c(Cl)cc3Cl)cc2)no1,104.0,-38.9,18.1,0.2,-5.4,99.0,4.0,-20.3,19.2
Cc1ccc(NC(=O)CCN2CCN(CCO)CC2)cc1Br,103.0,7.6,3.9,3.3,4.2,103.0,3.0,-19.1,11.8
Cc1cccn2c(=O)c3cc(S(=O)(=O)c4ccc(Br)cc4)c(=N)n(C4CCCC4)c3nc12,97.0,1.8,-2.0,-0.1,3.8,104.0,1.0,-0.8,15.9
COC(=O)c1sc2nc3c(cc2c1N)COC(C)(C)C3,.,-7.7,-10.1,-1.0,-10.9,.,.,-0.2,10.1
NS(=O)(=O)c1ccc(NC(=O)COC(=O)c2ccc([N+](=O)[O-])s2)cc1,99.0,7.0,13.5,0.5,1.4,97.0,-8.0,-4.6,-3.1
O=C(CN(Cc1ccco1)C(=O)c1ccc(Cl)cc1)Nc1c(Cl)cc(Cl)cc1Cl,99.0,-4.4,13.6,-2.3,-8.1,98.0,0.0,-5.7,5.7
CN(C)CCCN(C(=O)c1ccc2c(c1)CCCC2)c1nc2ccc(Cl)cc2s1,196.0*,6.6,82.3*,13.9,-3.6,107.0,78.0*,11.6,1.1
CCOc1ccc(S(=O)(=O)N(CCO)CCO)cc1-c1nc2c(C(C)(C)C)nn(C)c2c(=O)[nH]1,109.0,-33.4,10.3,0.9,-4.5,105.0,6.0,-14.3,-11.5
CCN1CCN(S(=O)(=O)c2ccc(Cl)c(C(=O)Nc3ccc(OC(F)F)cc3)c2)CC1,107.0,11.0,21.5,2.0,-0.7,100.0,3.0,0.1,-2.4
Cc1cc(=O)n2c(sc3ccccc32)c1C#N,99.0,-4.3,3.4,0.8,4.6,99.0,-3.0,-17.1,10.8
O=S(=O)(c1ccc(S(=O)(=O)N2CCCC3(CCCCC3)C2)cc1)N1CCCCC1,99.0,5.7,-0.3,0.0,-1.1,100.0,3.0,-8.6,20.1
C/C(=N\NC(=O)c1ccncc1)C12CC3CC(CC(C3)C1)C2,104.0,-0.8,9.7,-0.3,-2.2,112.0,0.0,-9.4,-2.2
COc1ccc(CCN2C(=O)NC(NC(=O)CC(C)C)(C(F)(F)F)C2=O)cc1OC (stereo unspecified),100.0,-9.4,-3.0,0.4,-7.7,100.0,-1.0,-5.7,-22.7

# Retrieved by structure from above, 2 records:
SMILES,MEKK2wt PB1 HTS,DNA FID counter,NALP1 inh,OXTR agonist,M18AAP inhibitor,MEKK3 PB1 HTS,MEKK2 mut-MEK5,GPR7 antag,PHOSPHO1 inh
Cc1cccn2c(=O)c3cc(S(=O)(=O)c4ccc(Br)cc4)c(=N)n(C4CCCC4)c3nc12,97.0,1.8,-2.0,-0.1,3.8,104.0,1.0,-0.8,15.9
C/C(=N\NC(=O)c1ccncc1)C12CC3CC(CC(C3)C1)C2,104.0,-0.8,9.7,-0.3,-2.2,112.0,0.0,-9.4,-2.2

# (further entries)
SMILES,MEKK2wt PB1 HTS,DNA FID counter,NALP1 inh,OXTR agonist,M18AAP inhibitor,MEKK3 PB1 HTS,MEKK2 mut-MEK5,GPR7 antag,PHOSPHO1 inh
COc1ccc(NC(=O)CSc2ccccc2)cc1S(=O)(=O)N1CCOCC1,94.0,-14.5,17.9,1.4,-4.4,99.0,-4.0,-11.4,38.1
Cc1nn(C)c(C)c1CNC(=O)/C=C/c1ccccc1F,93.0,-1.9,20.6,2.7,0.8,92.0,-3.0,-16.7,-5.0
OC12CCCCC1C(c1ccc3c(c1)OCO3)N(Cc1ccc(F)cc1)CC2 (stereo unspecified),113.0,-3.9,-14.6,-1.9,-4.0,109.0,10.0,-2.7,-25.9
COC(=O)c1sccc1-c1ccc(/C=N/OC(=O)c2cccs2)o1,96.0,-6.8,-7.5,-2.2,6.1,99.0,-3.0,-7.0,12.2
CCCOc1ccc(C(=O)NCCO)cc1,89.0,-0.5,-4.0,0.3,2.7,85.0,-3.0,-4.2,2.0
Cn1nnnc1SCC(=O)Nc1ccccc1C(=O)NCc1ccccc1,102.0,-6.6,.,-1.9,-0.8,100.0,1.0,-7.5,26.8
CCOC(=O)C1=C(c2ccccc2)OC(N)=C(C#N)C1c1cccnc1 (stereo unspecified),89.0,-7.2,11.2,-0.5,3.5,89.0,-1.0,8.6,36.5
O=C1CC[C@@H](CN(Cc2ccccn2)Cc2nc(-c3ccc(C(F)(F)F)cc3)no2)N1,105.0,-25.6,1.9,0.3,-7.0,104.0,-8.0,-1.3,14.7
O=C(NN=C1CCCC1)c1cc(O)cc(O)c1,89.0,-11.2,0.7,-0.4,-1.1,91.0,-1.0,-13.4,23.3
COc1cc2c(cc1NC(=O)C(C)N1CCN(S(=O)(=O)c3ccc(C)c(C)c3)CC1)oc1ccccc12 (stereo unspecified),99.0,0.1,8.2,1.4,-6.2,102.0,0.0,-0.6,3.9
Cn1c(SCC(=O)NCc2ccc3c(c2)OCO3)nnc1-c1cc2ccccc2cc1O,98.0,-27.3,0.9,6.7,4.5,99.0,3.0,-6.6,31.7
COc1ccc2c(c1)CCCC21NC(=O)NC1=O (stereo unspecified),108.0,2.7,7.8,2.2,-0.2,105.0,6.0,-9.5,-8.7
Nc1ccc(C(=O)N2CCCC2)cc1CS(=O)(=O)c1ccc(Cl)cc1,86.0,-5.9,-5.7,-0.3,-2.1,95.0,-14.0,-0.6,0.4
Cc1cc(C)n(-c2nc3sc4c(c3c3nnc(SCC(N)=O)n23)CC(C)(C)OC4)n1,104.0,-23.7,13.9,.,5.0,101.0,5.0,-7.1,-20.0
O=C(CSc1nnc(-c2cccs2)n1-c1ccccc1)NCc1ccc2c(c1)OCO2,106.0,-15.7,21.9,-1.5,-1.8,108.0,3.0,-4.9,-31.2
COC(=O)c1c(NC(=O)CC2SC(N)=NC2=O)sc2c1CCC(C)C2 (stereo unspecified),100.0,-17.5,16.8,-0.2,-1.3,123.0,0.0,-10.8,-6.9
CC(=O)c1cccc(NC(=O)NCc2cccnc2)c1,107.0,0.6,.,0.8,-3.1,106.0,3.0,1.9,-16.2
Cc1cc(C(=O)N/N=C/c2ccc([N+](=O)[O-])s2)c2ccccc2n1,100.0,-7.4,-5.1,0.9,4.1,99.0,-4.0,12.3,18.7
Nc1ncnc2nc(SCC(=O)Nc3cccc(C(F)(F)F)c3)[nH]c12,109.0,2.4,-4.1,0.5,-0.2,104.0,5.0,-0.5,12.8
CC(C)(O)[C@H](O)COc1c2occc2cc2ccc(=O)oc12,101.0,-10.1,26.5,0.5,1.9,108.0,4.0,-10.3,8.4
Cc1nc([N+](=O)[O-])c(N2CCN(Cc3ccccc3)CC2)n1Cc1ccccc1,106.0,-6.9,8.2,-2.2,-12.8,104.0,6.0,5.8,2.7
O=C(O)CCc1ccc(-c2cccs2)n1Cc1ccco1,99.0,-28.2,1.7,0.1,-15.8,101.0,2.0,-8.6,-49.5
CCCCn1c(SCC(=O)Nc2sc3c(c2C(N)=O)CCC3)nnc1-c1ccccc1,98.0,-33.9,.,-1.6,6.2,97.0,-4.0,-7.1,.
CC(C)(C)n1nc(-c2ccc(F)cc2)c2c(N)ncnc21,99.0,-11.0,91.7*,-0.6,4.8,100.0,-1.0,3.2,21.1
CC(=O)N(CCC(Cc1ccccc1)c1ccco1)Cc1ccco1 (stereo unspecified),91.0,-37.0,.,-1.4,-3.1,97.0,-4.0,-13.9,34.7
Cc1cc(=O)n2nc(N3CCCC(C(=O)NCCC4=CCCCC4)C3)sc2n1 (stereo unspecified),112.0,-19.4,6.2,-2.3,-13.2,103.0,11.0,-5.9,-1.4
CC(=N\Nc1ccccc1)/C(=N/O)C(=O)Nc1ccccc1,109.0,-4.6,0.6,1.0,0.1,110.0,6.0,-4.0,18.3
C/C(=N\NC(=O)c1ccc(Cn2cc(Br)cn2)o1)c1ccc(NC(=O)c2ccoc2C)cc1,98.0,-18.6,-15.8,.,-7.2,100.0,-5.0,5.0,.
CCOc1ccc(CN(Cc2ccco2)C(c2cccs2)c2nnnn2C(C)(C)C)cc1 (stereo unspecified),86.0,-12.0,24.5,-0.1,2.5,86.0,-7.0,-16.9,-4.1
Nc1nonc1-n1nnc(C(=O)N/N=C/c2ccc(Cl)cc2Cl)c1CN1CCCC1,99.0,-8.4,30.9,-0.7,-9.2,99.0,-7.0,17.5,36.0
Cc1cc(C(=O)NNC(=O)COc2ccccc2Cl)n[nH]1,97.0,-9.0,17.7,1.6,3.5,97.0,-8.0,-3.1,28.0
CN(Cc1ccc2nonc2c1)Cc1nc(Cc2cccc(F)c2)no1,88.0,-8.1,11.1,-1.7,-7.9,92.0,-10.0,9.8,52.5
CS(=O)(=O)N1CCN(c2ccc(NC(=S)NC(=O)c3ccccc3[N+](=O)[O-])cc2)CC1,95.0,6.1,8.6,1.4,6.7,101.0,-3.0,7.3,-12.7
Cc1nc(-c2cccc(NC(=O)C3CCCCC3)c2)cs1,101.0,-18.4,1.4,-2.2,-0.9,104.0,3.0,0.3,37.0
Cc1cccc2sc(N(CCCN(C)C)C(=O)CCc3ccccc3)nc12,126.0,19.6,44.6,17.5,0.8,103.0,24.0,22.9*,-6.0
O=C(O)C1CC(=O)N(c2ccc(F)c(F)c2)C1 (stereo unspecified),101.0,2.5,26.6,0.5,-2.5,101.0,7.0,7.2,-3.4
O=C1CC(c2ccccc2)CC(O)=C1C=NCc1ccncc1 (stereo unspecified),103.0,-2.3,-7.4,-0.6,-0.4,102.0,5.0,-1.8,28.5
CCOC(=O)c1nnn(-c2nonc2N)c1COc1ccc(F)cc1,107.0,-2.7,-1.1,-0.1,-4.4,105.0,0.0,12.9,0.2
O=C(CSc1nc2ccccc2c(=O)n1Cc1ccccc1)NCc1ccco1,105.0,-6.2,2.5,9.3,4.9,108.0,6.0,-4.8,48.5
CC1(c2ccccc2)NC(=O)N(CC(=O)N2CCN(S(=O)(=O)c3ccccc3[N+](=O)[O-])CC2)C1=O (stereo unspecified),108.0,-24.6,-4.2,0.8,0.6,102.0,4.0,-3.4,42.6
O=C(Nc1ccnn1C1CCN(CC2CC=CCC2)CC1)c1ccccc1Cl (stereo unspecified),102.0,4.5,1.6,-1.1,0.1,102.0,3.0,-5.2,15.9

# Whole records, quoted from the list. Order of values: MEKK2wt PB1 HTS, DNA FID counter, NALP1 inh, OXTR agonist, M18AAP inhibitor, MEKK3 PB1 HTS, MEKK2 mut-MEK5, GPR7 antag, PHOSPHO1 inh
# O=C(Nc1ccnn1C1CCN(CC2CC=CCC2)CC1)c1ccccc1Cl (stereo unspecified) is listed with 102.0, 4.5, 1.6, -1.1, 0.1, 102.0, 3.0, -5.2, 15.9
# Cc1cc(=O)n2nc(N3CCCC(C(=O)NCCC4=CCCCC4)C3)sc2n1 (stereo unspecified) is listed with 112.0, -19.4, 6.2, -2.3, -13.2, 103.0, 11.0, -5.9, -1.4
